# Bioassay records from PubChem BioAssay.
# RORg inh: inhibitors of mouse ROR gamma transcriptional activity. Potency, µM (top dose mostly 53.6 µM), for the others: at the top dose activity change, negative = inhibition, hits mostly inhibitors. P51450. 310,000 compounds, 5.4% hits. Drosophila S2 Gal4-RORgamma UAS-luciferase reporter, 20 h; note: % is set by controls: 0 for no effect and ±100 for the full control effect; nearly all actives have a fitted effect of over 60% in size
#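 Schneider cells (Drosophila), stable Gal4 DBD–ROR gamma + UAS-luc; 1 hr cmpd preincubation; Cu2+ induction 700 uM final; 20 hr ambient; luminescence.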
# p53 reactivation: re-activators of mutant p53; H1299 p53-A138V BP100-luciferase reporter, luminescence, 24 h; Potency, µM (series often up to 92.2 µM), inactives show at the top dose activity change, positive = activation, most hits filed as activators; 320,000 compounds, 0.063% hits; AID 504706; note: % of control where 0% means no effect; nearly all actives have a fitted effect of over 45% in size
#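 p53-null H1299 cells stably carrying temperature-sensitive p53-A138V and a BP100-luciferase reporter were pinned with compounds (4-point, 1:5 series) and held 24 hrs at 37 deg C. Luminescence was read 10 min after detection reagent.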
# Gal4-VP16 FLuc: Gal4-VP16 reporter inhibition counter-screen; Drosophila S2 Gal4-VP16 UAS-luciferase, luminescence, 20 h; Potency, µM (top dose mostly 53.6 µM), for inactives: at the top dose activity, negative = inhibition, most hits filed as inhibitors; 310,000 compounds, 3.5% hits;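 note: Gal4-VP16 expression switched on by copper sulfate through the metallothionein promoter; % is set by controls: 0 for no effect and ±100 for the full control effect; nearly all actives have a fitted effect of over 50% in size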
# CXXC DNA block: blocks binding of human MLL CXXC domain to DNA; MLL-CXXC / FITC-HOXA9 DNA fluorescence polarization; Q03164; Potency, µM (series often up to 115 µM), without a hit: at the top dose activity change, negative = inhibition, actives largely listed as inhibitors; 290,000 compounds, 0.037% hits; active = well fitted inhibition curve with a large enough effect in the polarisation, with a control signal flat, not every such curve was filed as active; inconclusive = small, poorly fitted or top-dose-only effect, or effect the other way, or a change in a side signal; inactive = no such curve, though single readings can be large or run the other way; the % refers to the polarisation
#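 Fluorescence polarization: 7 uM MLL-CXXC (stock) preincubated 5 min with compounds, then 50 nM fluorescein-HOX-A9 DNA (stock) added; 30 min ambient. Buffer 50 mM Tris-HCl pH 7.5, 50 mM NaCl, 1 mM DTT, 0.05% BSA.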
# Rab9 promoter act: activates the Rab9 promoter | 320,000 compounds, 2.8% hits | Huh7 Rab9 promoter-luciferase reporter, luminescence, 24 h | Potency, µM (doses to about 9.22 µM), inactives show at the top dose activation, negative = inhibition, most hits filed as activators; note: % of control where 0% means no effect; nearly all actives have a fitted effect of over 60% in size
#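 Huh7 reporter line, Rab9 promoter upstream of luciferase. Compound exposure 24 h at 37 °C in reduced-serum medium with 10% FBS. Read-out: luminescence.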
# MBNL1-CUG inh: inhibitors of human MBNL1 binding to CUG repeat RNA; TR-FRET MBNL1-His/biotin-(CUG)12 binding, 665/545 ratio; Potency, µM (doses to about 57.5 µM), without a hit: at the top dose activity change, negative = inhibition, hits mostly inhibitors; Q9NR56; 280,000 compounds, 0.036% hits; active = well fitted inhibition curve with a large enough effect in the signal ratio, with a control signal flat, not every such curve was filed as active; inconclusive = small, poorly fitted or top-dose-only effect, or effect the other way, or a change in a side signal; inactive = no such curve, though single readings can be large or run the other way; the % refers to the signal ratio; note: % is set by controls: 0 for no effect and ±100 for the full control effect
# Target sequence (Q9NR56 whole entry, looked up): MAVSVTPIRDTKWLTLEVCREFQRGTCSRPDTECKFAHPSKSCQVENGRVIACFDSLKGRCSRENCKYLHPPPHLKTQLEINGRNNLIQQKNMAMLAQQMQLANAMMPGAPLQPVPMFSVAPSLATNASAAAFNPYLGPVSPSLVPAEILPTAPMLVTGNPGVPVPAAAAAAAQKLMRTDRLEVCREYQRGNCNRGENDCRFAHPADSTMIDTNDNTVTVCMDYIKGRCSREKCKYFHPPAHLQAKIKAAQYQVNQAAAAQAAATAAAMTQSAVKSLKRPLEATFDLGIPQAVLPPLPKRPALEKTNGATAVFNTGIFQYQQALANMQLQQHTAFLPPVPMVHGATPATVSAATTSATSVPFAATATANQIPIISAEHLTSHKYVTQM
#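 His-tagged MBNL1 binding to biotinylated (CUG)12 RNA was measured by TR-FRET using terbium anti-His antibody (0.055 ng/ul final) and streptavidin-XL665 (5 nM final). Compounds were titrated 92 nM to 58 uM; 60 min at room temperature.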
# NPC1 promoter act: NPC1 promoter activation; 320,000 compounds, 2.4% hits; Potency, µM (titrated, usually from 9.22 µM), inactives show at the top dose activation, actives largely listed as activators; Huh7 NPC1 promoter luciferase reporter, 24 h;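 note: % of control where 0% means no effect; nearly all actives have a fitted effect of over 60% in size; reporter is driven by a mutant NPC1 promoter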
#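 Readout is luciferase luminescence, reflecting NPC1 promoter activation in stably transfected Huh7 cells after 24 h compound exposure at 37 °C in reduced-serum medium with 10% FBS.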
# FLuc counter: counter-screen for miR-21 project: firefly luciferase inhibitors or activators | Potency, µM (top dose mostly 57.5 µM), for inactives: at the top dose activity change, negative = inhibition, hits mostly inhibitors | P08659 | purified FLuc, Km substrates, luminescence inhibition | 360,000 compounds, 6.9% hits;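 note: plate controls were vehicle for no effect and reference inhibitor for full effect; nearly all actives have a fitted effect of over 55% in size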
# Target sequence (P08659 whole entry, looked up): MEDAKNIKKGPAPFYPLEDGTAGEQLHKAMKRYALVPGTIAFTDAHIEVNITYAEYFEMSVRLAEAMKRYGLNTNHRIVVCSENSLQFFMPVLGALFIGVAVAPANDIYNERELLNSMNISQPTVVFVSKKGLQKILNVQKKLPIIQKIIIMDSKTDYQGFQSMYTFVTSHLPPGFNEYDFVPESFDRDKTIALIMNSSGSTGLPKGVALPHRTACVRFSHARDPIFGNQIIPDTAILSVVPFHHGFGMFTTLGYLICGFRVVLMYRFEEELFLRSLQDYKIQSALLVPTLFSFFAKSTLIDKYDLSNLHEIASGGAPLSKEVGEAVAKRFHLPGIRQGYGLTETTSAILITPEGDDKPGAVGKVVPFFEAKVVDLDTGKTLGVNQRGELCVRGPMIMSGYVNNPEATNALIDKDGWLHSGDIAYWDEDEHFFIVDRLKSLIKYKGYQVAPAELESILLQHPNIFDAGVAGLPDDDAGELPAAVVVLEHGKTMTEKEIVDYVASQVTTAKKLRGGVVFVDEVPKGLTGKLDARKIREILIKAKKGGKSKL
#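 Purified P. pyralis luciferase, 10 nM final, with Km-level 10 uM D-luciferin and 10 uM ATP in 50 mM Tris acetate pH 7.5, 10 mM Mg acetate, 0.01% Tween-20, 0.05% BSA; 6-point qHTS titration about 60 µM downward; luminescence read.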
# uPA generation: inhibitors of cell surface uPA generation | cell surface uPA generation assay, qHTS | Potency, µM (top dose mostly 38.3 µM), without a hit: top-dose activity change, negative = inhibition, hits mostly inhibitors | 330,000 compounds, 0.31% hits | AID 540303; active = well fitted inhibition curve with a large enough effect; inconclusive = small, poorly fitted or top-dose-only effect; inactive = no such curve, though single readings can be large or run the other way; tested in mouse RAW 264.7 cells; note: % is set by controls: 0 for no effect and ±100 for the full control effect; nearly all actives have a fitted effect of over 55% in size
# ELG1 genotox: induces genotoxicity in HEK293T cells with luciferase-tagged ELG1. HEK293T ELG1-luciferase reporter, luminescence, 16 h. Potency, µM (doses to about 46 µM), for inactives: at the highest dose activity change, positive = activation, usual class: activators. 330,000 compounds, 1.3% hits; note: % of control where 0% means no effect; nearly all actives have a fitted effect of over 60% in size
#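 DMSO vehicle served as control against compound-treated ELG1-luciferase HEK293T cells; exposure lasted 16 hr at 37 °C and 5% CO2, followed by ONE-Glo luminescence detection after 30 min.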
# BRCA1 expr up: BRCA1 expression activation | MCF7-BRCA1-FFLuc reporter, luminescence, 48 h; response scale: scaled: vehicle 0%, 10 µM genistein 100% | Potency, µM (series often up to 46.1 µM), for inactives: at the top dose activation, actives largely listed as activators | 380,000 compounds, 1.1% hits | AID 624202; note: nearly all actives have a fitted effect of over 80% in size; some results filed as inactive show a strong effect at the top dose
#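 48 h compound treatment of MCF7-BRCA1-FFLuc cells (phenol-red free MEM, 37 °C), then 15 min with luciferase substrate and luminescence imaging.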
# An asterisk follows results filed as active; ? = inconclusive; . = no result given; [ ] = dose if it differs, or a comment. Unless noted, calls come from the whole dose curve; as a rule, active = well fitted curve in the direction sought with a large enough effect; inconclusive = small, poorly fitted or top-dose-only effect, or another doubt; inactive = no such curve, though single readings can be large; an effect the other way counts as inactive or inconclusive. Potency is the fitted concentration of half-maximal effect.
no.	smiles	RORg inh	p53 reactivation	Gal4-VP16 FLuc	CXXC DNA block	Rab9 promoter act	MBNL1-CUG inh	NPC1 promoter act	FLuc counter	uPA generation	ELG1 genotox	BRCA1 expr up
1	CCCCSc1nnc(-c2ccc(NC(C)=O)cc2)n1C	38%	11%	1%	8%	-3%	-14%	-3%	0%	0%	-1%	23%
2	O=C(O)c1cccc(-c2ccc(/C=N/Nc3nn[nH]n3)o2)c1	-11%	10%	10%	-8%	23%	?	10%	?	2%	3%	?
3	O=C(Nc1cccnc1)c1cc(Br)c(Br)s1	.	8%	.	.	4%	.	2%	?	2%	-1%	-29%
4	O=C(COC(=O)c1ccc(Cl)nc1)NC1CCCCCC1	.	-3%	.	.	-3%	.	-2%	-1%	-6%	5%	1%
5	Cn1c2ccccc2c2nnc(SCC(=O)Nc3cccc(O)c3)nc21	?	-40%[inhibitor]	0%	-2%	6%	?	-1%	6.7µM*	?	11%	-3%
6	CCCC(C)c1nnc(NC(=O)CN2C(=O)c3ccccc3C2=O)s1 (configuration not stated)	-22%	-3%	-5%	1%	2%	1%	-7%	-20%	19%	-1%	-5%
7	CN1CCN(c2nc(Nc3ccc(O)cc3)nc3ccccc23)CC1	10%	5%	7%	-2%	0%	-25%	-5%	-9%	-11%	5%	2%
8	CCOC(=O)N1CCN(S(=O)(=O)c2ccc3[nH]c(=O)sc3c2)CC1	22%	-2%	0%	-3%	0%	-11%	0%	3%	2%	-4%	-6%
9	Cc1ccc(SC(C)C(=O)N2CCN(c3ccccc3)CC2)cc1 (configuration not stated)	3%	4%	12%	-6%	0%	-1%	2%	5%	-1%	-7%	-31%
10	Cc1[nH]c2ccccc2c1/C=N/NC(=O)CNC(=O)c1cccs1	-2%	0%	8%	1%	1%	.	2%	4%	1%	-6%	-1%
11	CN(C)S(=O)(=O)c1ccc(NC(=S)NC(=O)C2CCC2)cc1	?	15%	-25%	?	-4%	-4%	-4%	2%	-5%	0%	33%
12	CCCCCOc1ccc(NC(=O)C(=O)NCC2CCCN2CC)cc1 (configuration not stated)	-11%	8%	-4%	-6%	13%	-22%	3%	0%	4%	3%	-10%
13	C[C@H](NC(=O)C1CCN(S(=O)(=O)c2ccccc2)CC1)C(=O)NCc1ccccn1	-35%	0%	-9%	-1%	-4%	0%	-2%	0%	1%	0%	-20%
14	CNC(=O)C(=O)Nc1ccc2c(c1)N(S(=O)(=O)c1cccs1)CCC2	.	1%	.	.	0%	.	-1%	-4%	-21%	5%	-12%
15	COc1ccc(-c2cccc(NS(=O)(=O)c3cccc([N+](=O)[O-])c3)c2)nn1	.	14%	.	.	-3%	.	0%	-15%	0%	-1%	-22%
16	Cc1ccc(C)c(OCCC(=O)OCC(=O)NCCNC(=O)COC(=O)CCOc2cc(C)ccc2C)c1	.	-5%	.	.	1%	.	-3%	-1%	-1%	-1%	-8%
17	COc1cc(OC)cc(N2C(=O)CSCC2=O)c1	-1%	1%	2%	4%	0%	-1%	-4%	0%	9%	1%	0%
18	COC(=O)CNC(=O)COC(=O)/C=C/c1cccs1	12%	1%	-2%	-12%	6%	.	0%	-4%	0%	0%	0%
19	CCOC(=O)c1sc2nc(C(C)C)c3c(c2c1N)CC(C)(C)OC3	-14%	-5%	1%	8%	-10%	7%	-3%	2%	-7%	9%	-2%
20	O=C1CCCN1c1ccc(S(=O)(=O)N2CCCCC2)cc1[N+](=O)[O-]	29%	10%	-4%	2%	-9%	?	-1%	3%	0%	-3%	21%
21	C/C(Cc1ccccc1)=N\NC(=O)CNC(=O)c1ccc(Br)cc1	-3%	6%	-2%	1%	-7%	-14%	0%	4%	-6%	1%	-15%
22	CC(=O)Nc1ccc(S(=O)(=O)NCC2CCC(C(=O)NCCCN(C)Cc3ccccc3)CC2)cc1 (configuration not stated)	4%	-2%	?	-4%	0%	-10%	-4%	0%	3%	1%[9.26 µM]	-22%
23	Cc1cc(=O)c2c(o1)CC(C)(C)CC2=O	0%	-2%	-1%	-29%	-3%	3%	-1%	0%	8%	-5%	-1%
24	O=C(CCC1CCCC1)N1CCN(S(=O)(=O)c2ccc(Br)cc2)CC1	.	-8%	.	.	-9%	.	0%	0%	3%	-6%	-1%
25	CC(C)n1cnc2c(Nc3cccc(Cl)c3)nc(N(CCO)CCCO)nc21	-6%	-1%	7%	1%	-8%	-16%	-3%	1%	?	-4%	-68%
26	O=c1cc2c(nn1Cc1cccc([N+](=O)[O-])c1)-c1ccccc1CC2	22%	-5%	3%	?	-5%	13%	-3%	-2%	9%	-5%	-10%
27	COc1ccc(C(=O)N/N=C(\C)c2ccc3c(c2)C2C=CCC2C(c2ccccc2)N3)cc1 (configuration not stated)	?	1%	0%	-2%	24%	24%	9%	-29%	6%	-6%	-18%
28	Cc1cc(C)c(OCC(=O)N2CCN(c3ncc(C(F)(F)F)cc3Cl)CC2)c(C)c1	-7%	0%	-2%	-3%	4%	4%	-1%	-1%	4%	-5%	-35%
29	CCOC(=O)C(C)n1cnc2c(nnn2-c2cccc(OC)c2)c1=O (configuration not stated)	9%	12%	26%	3%	27%	-7%	15%	?	-2%	12%	49%
30	CCn1ncc(C2=NOC(C(=O)Nc3cccc(O)c3)C2)c1C (configuration not stated)	16%	-1%	-7%	2%	-5%	1%	-3%	3%	-15%	0%	-4%
31	Cc1nc(SCc2ccccc2)c2ccsc2n1	28%	-2%	?	3%	-2%	6%	-8%	-15%	-5%	-9%	1%
32	CCOC(=O)c1c(NC(=O)COC(=O)/C=C/c2ccco2)sc2c1CC(C)(C)NC2(C)C	.	1%	.	.	-3%	.	0%	2%	2%	3%	-6%
33	Cc1cc(/C=N/O)c(C)n1-c1ccc(Br)cc1	?	-10%	-9%	-2%	1%	-10%	1%	-12%	7%	1%	-5%
34	COc1ccc(CC(=O)Nc2cccnc2)cc1	-1%	12%	-7%	-6%	0%	-1%	-6%	4%	-2%	-3%	-1%
35	COc1ccc(C2C=C(c3cccs3)Nc3nc(CCCO)nn32)cc1 (configuration not stated)	24%	-1%	-4%	?	-1%	?	-2%	-18%	.	-3%	.
36	CN(C(=O)COC(=O)c1ccccc1NCCO)C1CCS(=O)(=O)C1 (configuration not stated)	.	3%	.	.	14%	.	0%	-2%	1%	3%	-7%
37	COc1ccc(CCN2CC(C(=O)N(C)CCOc3ccccc3)CCC2=O)cc1 (configuration not stated)	11%	24%	-6%	-10%	0%	1%	0%	-12%	-3%	-3%	28%
38	CCC(SC1=N/C(=C/c2ccccc2OC)C(=O)N1c1ccccc1)C(=O)Nc1cc(C)on1 (configuration not stated)	-15%	-7%	-7%	-3%	3%	-10%	-1%	5%	12%	-4%	11%
39	COc1ccc(S(=O)(=O)Nc2nccs2)cc1OC	16%	-1%	-2%	0%	8%	3%	-4%	1%	2%	0%	2%
40	S=c1[nH]nc(-c2ccccc2)n1CC1CCCO1 (configuration not stated)	-13%	.	-16%	-2%	.	-12%	.	1%	-3%	.	6%
41	CCNC(=O)CC1SC(=Nc2cccc3ccccc23)N(C)C1=O (configuration not stated)	?	-6%	-11%	2%	1%	4%[11.5 µM]	-7%	0%	1%	3%	-11%
42	COC(=O)[C@H](CCSC)NC(=O)Nc1ccc(C)c(C)c1	13%	17%	4%	-2%	1%	-17%	-1%	-1%	.	2%	-4%
43	O=C(C1=C(O)C(=O)N(Cc2ccco2)C1c1cccc(O)c1)c1ccco1 (configuration not stated)	-17%	0%	5%	-1%	1%	23%	2%	0%	-15%	5%	-3%
44	C=C(C)c1cccc(C(C)(C)NC(=O)NCc2ccncc2)c1	?	-10%	?	15%	-8%	-10%	-10%	?	1%	0%	-5%

# Part of the list above, as labelled records.
22. CC(=O)Nc1ccc(S(=O)(=O)NCC2CCC(C(=O)NCCCN(C)Cc3ccccc3)CC2)cc1 (configuration not stated)
  RORg inh: 4%	p53 reactivation: -2%	Gal4-VP16 FLuc: ?	CXXC DNA block: -4%	Rab9 promoter act: 0%	MBNL1-CUG inh: -10%	NPC1 promoter act: -4%	FLuc counter: 0%	uPA generation: 3%	ELG1 genotox: 1%[9.26 µM]	BRCA1 expr up: -22%

23. Cc1cc(=O)c2c(o1)CC(C)(C)CC2=O
  RORg inh: 0%	p53 reactivation: -2%	Gal4-VP16 FLuc: -1%	CXXC DNA block: -29%	Rab9 promoter act: -3%	MBNL1-CUG inh: 3%	NPC1 promoter act: -1%	FLuc counter: 0%	uPA generation: 8%	ELG1 genotox: -5%	BRCA1 expr up: -1%

# This is a subset; rates above refer to the full screens.
